# Screening data from PubChem.
# PfG6PD inh: PfG6PD (Plasmodium falciparum) enzyme inhibition | PfGluPho enzyme, NADPH resazurin-diaphorase fluorescence | inhibition, % at 20 µM | actives 0.78% (n = 350,000);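 active means inhibition reaching at least a set limit at 20 µM in the primary screen, cut at about 59% in these data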;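 further: 0% = DMSO wells with substrate and 100% = DMSO wells lacking glucose-6-phosphate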
# GRIN3A LBD mod: modulates the human NR3A ligand-binding domain; NR3A LBD differential scanning fluorimetry, Tm shift; 0% = protein alone, 100% = glycine-bound protein; Tm shift relative to glycine control, % at 25 µM; actives 2.5% (n = 340,000); AID 1259313;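 active means melting temperature shift of at least 10% of the positive control shift, at one fixed dose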
# MPTP block: inhibitors of mitochondrial permeability transition pore; actives 1.4% (n = 360,000); inhibition, % at 10 µM; isolated mouse mitochondria, Ca2+ swelling absorbance, 30 min;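 active means inhibition of 50% or more, scaled per plate between neutral and stimulator controls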;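 further: 0% = DMSO wells given calcium and 100% = 1 mM EGTA wells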
# SENP8 block: SENP8 (human) protease inhibition. recombinant SENP8, Nedd8 substrate fluorescence. inhibition, % at 20 µM. actives 0.64% (n = 360,000). AID 602440; in the data active means inhibition mostly above about 40%, no sharp cut-off; inactive means mostly below about 27%
# Target sequence (Q96LD8 whole entry, looked up): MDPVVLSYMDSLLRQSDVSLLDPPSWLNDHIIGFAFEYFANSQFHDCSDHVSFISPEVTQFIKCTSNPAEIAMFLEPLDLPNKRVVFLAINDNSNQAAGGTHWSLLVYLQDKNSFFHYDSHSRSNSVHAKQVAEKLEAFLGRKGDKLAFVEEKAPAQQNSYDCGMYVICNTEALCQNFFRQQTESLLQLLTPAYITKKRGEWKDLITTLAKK
# SENP7 block: inhibitors of human SENP7 protease. Q9BQF6. recombinant SENP7, Z-RLRGG-aminoluciferin luminescence, 40 min. inhibition, % at 5 µM. actives 1.5% (n = 330,000);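 active means inhibition above about 50% at the single test dose, limit read from the data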;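 further: plate controls were DMSO with enzyme for no effect and no enzyme buffer wells for full effect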
# ATG4B inh: ATG4B (human) cysteine protease inhibition; Q9Y4P1; ATG4B cleavage of LC3-PLA2, NBD-HPC fluorescence, 1 h; inhibition, % at 8.33 µM; actives 0.51% (n = 340,000); in the data active means inhibition above about 40%
# Target sequence (Q9Y4P1 whole entry, looked up): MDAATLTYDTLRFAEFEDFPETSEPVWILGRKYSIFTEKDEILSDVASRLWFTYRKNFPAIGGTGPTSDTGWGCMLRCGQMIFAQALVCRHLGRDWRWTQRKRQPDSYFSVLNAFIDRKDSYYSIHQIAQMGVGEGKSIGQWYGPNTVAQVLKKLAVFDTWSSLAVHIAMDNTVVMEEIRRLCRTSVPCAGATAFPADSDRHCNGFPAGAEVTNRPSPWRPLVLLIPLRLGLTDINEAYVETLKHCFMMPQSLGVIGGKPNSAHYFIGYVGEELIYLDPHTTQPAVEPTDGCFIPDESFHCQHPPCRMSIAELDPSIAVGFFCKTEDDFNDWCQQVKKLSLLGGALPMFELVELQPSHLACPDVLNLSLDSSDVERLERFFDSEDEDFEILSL
# HKDC1 inhibitor: inhibitors of human hexokinase HKDC1 | Q2TB90 | recombinant HKDC1, G6PDH/diaphorase resazurin coupled fluorescence | inhibition, % at 20 µM | actives 0.16% (n = 340,000) | AID 493160;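 active means inhibition above about 35% when tested at 20 µM, limit read from the data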;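 further: plate controls were DMSO wells with enzyme for no effect and DMSO wells lacking enzyme for full effect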
#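 Material: recombinant HKDC1 hexokinase; Amount: HKDC1 at 5 µg/mL; Medium: Tris pH 8.0 buffer with MgCl2, Tween-20, BSA, BME; Schedule: 90 min reaction incubation at room temperature, dark; Technique: coupled resazurin fluorescence, excitation 525 nm, emission 613 nm.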
# SENP6 block: SENP6 protease inhibition; inhibition, % at 10 µM; AID 2599; actives 1.8% (n = 330,000); Recombinant SENP6 catalytic domain, aminoluciferin luminescence;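 active means inhibition above about 50% at the single tested dose, limit read from the data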;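 further: plate controls were DMSO wells with enzyme for no effect and DMSO wells lacking enzyme for full effect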
# Target sequence (Q9GZR1 628-1112 limits assumed): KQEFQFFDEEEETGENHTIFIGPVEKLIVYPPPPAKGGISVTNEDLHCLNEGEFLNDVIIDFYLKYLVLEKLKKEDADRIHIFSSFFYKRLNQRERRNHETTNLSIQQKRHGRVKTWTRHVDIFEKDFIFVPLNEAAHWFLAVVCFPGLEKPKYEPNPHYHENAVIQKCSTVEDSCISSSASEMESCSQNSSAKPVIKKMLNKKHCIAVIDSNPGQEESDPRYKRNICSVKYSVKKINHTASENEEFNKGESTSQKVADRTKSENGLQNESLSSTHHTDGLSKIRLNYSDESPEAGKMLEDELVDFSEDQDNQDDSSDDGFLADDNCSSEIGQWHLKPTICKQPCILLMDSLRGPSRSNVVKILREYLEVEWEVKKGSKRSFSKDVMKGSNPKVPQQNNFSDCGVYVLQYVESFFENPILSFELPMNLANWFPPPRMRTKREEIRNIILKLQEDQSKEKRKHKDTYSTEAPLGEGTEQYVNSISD
# * marks the source's active call; other numbers are inactive results; i = inactive; / = no result given. An unsorted share of the library; about 6.9% have a hit in one of these screens.
PfG6PD inh	GRIN3A LBD mod	MPTP block	SENP8 block	SENP7 block	ATG4B inh	HKDC1 inhibitor	SENP6 block	SMILES
6	-1	1.4	-10	7	2	-4	3	CCCCOc1ccc(-c2ncc(N)cn2)cc1
-28	-3	1.2	-11	0	-9	2	8	COc1cc(NC(=O)CSc2ncnc3scc(-c4ccccc4)c23)c(C(=O)O)cc1OC
14	-5	0.2	-22	4	1	-2	11	O=C(Nc1nnc(S(=O)(=O)N2CCOCC2)s1)c1ccccc1Br
11	0	1.7	-26	-8	-6	-2	13	C=CCNC(=S)/N=c1/ccccn1CCC
22	0	-2.1	20	-5	1	-3	-5	COc1ccc(NC(=O)CSc2nnc(Cn3c(=O)sc4ccccc43)n2C)cc1
1	1	-8.6	-133	-5	-11	1	-24	Cc1ccc2cc(CN(Cc3ccc4c(c3)OCO4)Cc3nnnn3Cc3ccco3)c(=O)[nH]c2c1C
34	0	-3.4	-70	91*	-3	-6	89*	COc1cccc(C(=O)Nc2nc3ccc(S(C)(=O)=O)cc3s2)c1
89*	-7	76*	-10	1	-3	3	7	O=C1Nc2cc(C(=O)NCCN3CCCCCC3)ccc2S/C1=C\c1ccccc1
3	-2	0.1	-6	-10	5	-8	-4	COC(=O)c1ccccc1S(=O)(=O)NNC(=O)c1ccccc1-n1cccc1
4	9	3.6	3	-1	32	-3	-6	Cc1ccccc1C(=O)NC(=S)NCCC1=CCCCC1
-11	-1	2.7	-125	-9	-9	-7	-12	O=C(Nc1cnn(Cc2ccc(F)cc2)c1)c1cc2nc(-c3ccco3)cc(C(F)(F)F)n2n1
-5	1	0.5	-3	2	2	0	-10	O=C(O)C1=CCCN(CCON=C(c2ccccc2)c2ccccc2)C1
2	0	-2.7	-405	1	-8	1	6	Brc1ccc(-c2ccc(/C=N/Nc3nc(N4CCOCC4)nc(N4CCOCC4)n3)o2)cc1
4	0	-0.9	6	-2	0	-1	0	N#Cc1c(Cl)nsc1NCCN1CCOCC1
-6	-2	-0.2	14	-1	3	-4	-25	Cc1cccc(NS(=O)(=O)c2ccc3c(c2)CCN3C(=O)CCC(=O)O)c1

# Ordered by SMILES length (ascending): some entries from above.
PfG6PD inh	GRIN3A LBD mod	MPTP block	SENP8 block	SENP7 block	ATG4B inh	HKDC1 inhibitor	SENP6 block	SMILES
14	-5	0.2	-22	4	1	-2	11	O=C(Nc1nnc(S(=O)(=O)N2CCOCC2)s1)c1ccccc1Br
3	-2	0.1	-6	-10	5	-8	-4	COC(=O)c1ccccc1S(=O)(=O)NNC(=O)c1ccccc1-n1cccc1
-28	-3	1.2	-11	0	-9	2	8	COc1cc(NC(=O)CSc2ncnc3scc(-c4ccccc4)c23)c(C(=O)O)cc1OC

# The listing picks up, starting 5 compounds before the break.
PfG6PD inh	GRIN3A LBD mod	MPTP block	SENP8 block	SENP7 block	ATG4B inh	HKDC1 inhibitor	SENP6 block	SMILES
-11	-1	2.7	-125	-9	-9	-7	-12	O=C(Nc1cnn(Cc2ccc(F)cc2)c1)c1cc2nc(-c3ccco3)cc(C(F)(F)F)n2n1
-5	1	0.5	-3	2	2	0	-10	O=C(O)C1=CCCN(CCON=C(c2ccccc2)c2ccccc2)C1
2	0	-2.7	-405	1	-8	1	6	Brc1ccc(-c2ccc(/C=N/Nc3nc(N4CCOCC4)nc(N4CCOCC4)n3)o2)cc1
4	0	-0.9	6	-2	0	-1	0	N#Cc1c(Cl)nsc1NCCN1CCOCC1
-6	-2	-0.2	14	-1	3	-4	-25	Cc1cccc(NS(=O)(=O)c2ccc3c(c2)CCN3C(=O)CCC(=O)O)c1
24	-1	0.1	3	-4	-6	-8	-9	COc1ccccc1N/C(N)=N/c1nc(C(F)(F)F)cc(=O)[nH]1
-10	0	3.4	6	-14	4	-8	5	COCCCNC(CC(=O)Nc1cc(C)cc(C)c1)C(=O)O (stereo not drawn)
-15	-3	0.4	15	-8	5	-8	-6	O=C(O)c1cc(NC(=O)C2CCCO2)cc(NC(=O)C2CCCO2)c1 (stereo not drawn)
-8	-10	-0.9	14	-8	-3	-7	-6	CC(C)Oc1ccc(N2CC(C(=O)Nc3ccccc3F)CC2=O)cc1 (stereo not drawn)
-5	-1	-1.1	13	-13	-5	-1	-17	Cc1cc(C)nc(SCc2ccc(C(=O)N/N=C/c3ccc(C(=O)O)cc3)cc2)n1
-10	16*	7.8	-284	-1	-10	-6	-12	Cc1c(C(=O)Nc2ccc3oc(-c4cccnc4)nc3c2)oc2ccccc12
24	-1	-0.2	11	14	-12	-5	-2	COc1ccc(S(=O)(=O)Nc2ccc3c(c2)C(=O)N([C@H](C)CO)C[C@H](C)[C@@H](CN(C)C(=O)Nc2ccc4c(c2)OCO4)O3)cc1
9	-25	-0.2	-31	9	0	-4	-8	COc1ccccc1/C=N/NC(=O)c1ccc(NC(=O)c2ccccc2Br)cc1
12	0	-0.1	14	-7	-2	-10	-6	Cc1nc(CN2CCCC2=NC#N)n(-c2ccccc2)n1
-17	3	-1.1	-52	-12	-11	6	-16	COc1cccc(NS(=O)(=O)c2ccc3[nH]cc(C(=O)NCCCOC(C)C)c(=O)c3c2)c1
8	-1	-1.7	-1	2	1	-6	3	COc1ccc(NC(=O)CS(=O)c2cccc(Cl)c2)cc1 (stereo not drawn)
30	2	0.2	8	2	-3	-1	-16	COC(=O)c1sccc1NC(=O)c1ccc(C(C)C)cc1
2	-1	1.2	15	0	0	-1	-20	Cc1ccc2c(cnn2C(=O)CCC(=O)NC2CCCC2)c1
-4	-4	1.9	6	-13	2	-4	-16	CN(C)C(=O)c1cn(CCC#N)nc1-c1ccc2ccccc2c1
5	0	-3.5	18	-8	-9	-1	-29	C#CCOCCOCCOCCNc1nc(N2CCN(C(=O)[C@H](CCCN=C(N)N)n3cc(C(N)[C@H](C)CC)nn3)CC2)nc(N2CCN(C(=O)[C@H](CCCN=C(N)N)n3cc(C(N)[C@@H](C)CC)nn3)CC2)n1 (stereo partly drawn)
2	3	-0.9	9	-4	-1	9	-24	COc1ccccc1CNS(=O)(=O)c1ccc(-n2cnnn2)c(OC)c1
-28	0	-2.0	15	-3	-3	-2	-7	COc1ccccc1N1CC(C(=O)OCC(=O)Nc2c(C)cccc2C)CC1=O (stereo not drawn)
12	1	-0.4	9	-4	2	-4	-17	CCOC(=O)C1(CC2CCCCO2)CCN(C(=O)Nc2ccccc2CC)CC1 (stereo not drawn)
-15	-2	0.4	24	9	4	-1	-2	Cc1ccc(NC(=O)COC(=O)Cn2nc(C)c([N+](=O)[O-])c2C)c([N+](=O)[O-])c1
-2	26*	0.9	-4	2	4	0	9	O=C(Nc1ccc(S(=O)(=O)N2CCOCC2)cc1)c1ccc(Br)o1
12	-3	11	-418	3	-5	-1	-10	COc1ccc(/C=N/Nc2ncnc3c2[nH]c2ccc(C)cc23)c(OC)c1OC
18	3	-0.3	6	2	-8	7	1	CC(=O)C1=C(O)C(=O)N(CCCO)C1c1ccccc1 (stereo not drawn)
15	-1	0.2	13	6	-6	-1	-5	O=[N+]([O-])c1cc2c(cc1Br)CCN2
13	-11	10	7	-9	27	-1	6	O=C(NCc1cccc(Cl)c1)c1cccc(C(F)(F)F)c1
6	6	0.4	6	-1	-7	-4	12	O=C(Nc1ccc2[nH]ccc2c1)c1cccs1
3	1	-0.2	1	-8	3	-13	6	NC(=O)COc1ccc(C2c3c(oc4ccccc4c3=O)C(=O)N2CC2CCCO2)cc1 (stereo not drawn)
-6	-1	-0.8	10	-3	7	-5	-3	O=C(N/N=C(\c1ccccc1)c1cccnc1)c1ccc(O)cc1
-25	0	4.9	-4	5	46*	8	-16	Nc1nc(SCc2nnc(SCC(=O)O)n2-c2ccccc2)nc2sc3c(c12)CCCC3
7	0	2.0	14	12	-13	-10	-4	CCCSc1nnc(C(C)C)n1N
22	-1	2.1	i	0	-2	0	-8	COc1ccc(-c2nc3c4ccccc4ccn3c2CN2CCCCC2)cc1OC
-13	-8	94*	8	2	-12	1	7	CC(=O)c1cccc(NS(=O)(=O)c2ccc(-c3cnc(C4CC4)o3)cc2)c1
26	0	-1.6	45*	-2	-4	2	7	O=[N+]([O-])c1ccc(/C=[N+](\[O-])CCO)o1
-9	0	2.9	14	5	-14	-9	-8	NC(=O)COc1ccc(NC(=O)c2ccccc2-c2ccccc2)cc1
13	-1	1.4	-136	5	-14	14	-7	CCN1C(=O)c2cccc3cccc1c23
0	1	-1.2	2	0	-2	3	3	CCCCC(CC)C(=O)Nc1cc(C(=O)NCCC)ccc1N1CCC2(CC1)CC(c1ccccc1)=NO2 (stereo not drawn)
2	1	0.5	34	9	-5	-7	-1	COc1ccc(C2=NOC(C(=O)Nc3cc(C)on3)C2)cc1OC (stereo not drawn)
7	5	0.0	27	-10	-9	1	-13	Cc1ccc(NC2CCCN(C(=O)c3ccccc3N3CCOCC3)C2)cc1C (stereo not drawn)
-12	1	-2.1	4	2	-1	17	-30	O=C(COC(=O)c1cccc(C(=O)OCC(=O)NC2CC2)n1)NC1CC1
4	0	-0.2	10	4	-5	-1	25	CC(C)CNC(=O)CCCSc1nc2ccccc2[nH]1
10	0	-2.5	9	3	-4	0	6	CC1C(=O)Nc2ccc(S(=O)(=O)Nc3ccccc3Br)cc2NC1=O (stereo not drawn)
4	-5	0.1	12	-13	-6	-6	-20	O=C(NC(Cc1ccc2c(c1)OCO2)C(=O)N1CCCC1C(=O)O)c1ccccc1 (stereo not drawn)
19	-1	0.7	-355	-5	26	5	13	Cc1ccc(/C=C/C(O)=C2/C(=O)N(C)C3(C)CC2c2ccccc2O3)cc1 (stereo not drawn)
-1	-3	-0.7	-6	-7	-6	-3	-7	COc1cccc(N2CCN(C(=O)CCNS(=O)(=O)c3ccc(F)c(F)c3)CC2)c1
-7	-8	6.2	28	71*	-5	-2	94*	Cc1[nH][nH]c(=O)c1N=Nc1ccc(Br)c(Cl)c1
-8	5	4.9	17	3	5	-4	-14	Cc1ccc(NC(=O)c2ccc(=O)[nH]n2)cc1C
11	-1	-0.8	3	-2	-10	14	-16	COc1ccc(C2C(C#N)=C(N)Oc3c2ccc2cccnc32)cc1OC (stereo not drawn)
18	1	-3.5	12	8	-23	1	2	COc1cccc(N2CCN(C(=O)CCCCCNc3nc(=S)[nH]c4ccccc34)CC2)c1
0	9	1.5	11	6	3	-8	-13	Cc1ccc(C2OCC3(CO2)COC(c2ccc(C)cc2)OC3)cc1 (stereo not drawn)
-2	3	-0.3	14	/	-6	19	/	O=C(O)c1cccc(Oc2ccc([N+](=O)[O-])cc2)c1
3	0	1.1	18	0	11	-2	0	O=C(COc1ccccc1)N=C1SC2CS(=O)(=O)CC2N1c1ccc(F)cc1 (stereo not drawn)
-21	-6	-0.8	-259	-7	-18	-6	-10	COc1cc2c(cc1OC)C1(Nc3c-2c(C)nn3-c2ccccc2)C(=O)Nc2ccccc21 (stereo not drawn)
-12	0	3.8	-7	-5	2	0	6	COc1ccc(CNc2ncc(-c3ccc(F)cc3)n2C)c2ccccc12
6	-4	-1.0	-334	4	-9	-1	-5	Cn1c(=O)nc2n(Cc3ccccc3)c3ccccc3cc-2c1=O
5	0	-0.6	6	-6	-2	1	12	CC(C)OC(=O)Cn1cnc2ccc(Br)cc2c1=O
1	0	2.1	15	-3	12	-13	-5	CC(C)(C)c1ccc(C(=O)C2CCCN(C(=O)CN3CCCC3=O)C2)cc1 (stereo not drawn)
-6	-1	0.8	15	0	7	1	-14	CC(C)c1ccc(NC2CCCN(C(=O)CCN3CCCCC3=O)C2)cc1 (stereo not drawn)
-2	6	0.7	-137	0	-3	5	2	CC(=O)N1CN(C2CCS(=O)(=O)C2)Cc2c1sc1c2CCCC1 (stereo not drawn)
-5	-1	-0.4	2	9	0	-6	-15	O=C(CSc1nnc(COc2ccccc2)o1)NC1CC2CCC1C2 (stereo not drawn)
4	-3	-3.5	6	-2	3	-4	-6	ClCc1cc2ccccc2nc1Cl
1	-1	0.2	-375	2	-3	-1	-11	Cc1ccc(C(=O)OCC(=O)N2CCC(Cc3ccccc3)CC2)cc1N
3	4	-0.4	10	1	-12	-2	-9	NC(=O)c1ccc(NC(=O)CCCN2C(=O)NC3(CCCC3)C2=O)cc1
